HCMV antiviral: qHTS Assay for inhibitors of the human cytomegalovirus (HCMV). activity change, negative = inhibition, % at 57.5 µM. HFF cells, HCMV-luciferase reporter, 72 h; stronger effect = lower value. actives 4.5% (n = 410,000); in the data active = activity change below about -60%; inconclusive = no clear call, values can overlap the other calls; inactive = above about -39%
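Compounds were evaluated in HFFs infected with an HCMV luciferase reporter virus (MOI 1 PFU/cell). Luciferase in lysates collected 72 h post infection served as the replication measure.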
AMA1 RON2 block: qHTS for Inhibitors of AMA1-RON; Towards Development of Antimalarial Drug Lead: Primary Screen; Plasmodium falciparum AMA1 (3D7) - RON2 peptide interaction; AlphaScreen AMA1-biotinylated RON2 peptide binding; Potency, µM (titrated, usually from 58.2 µM), for the others: at the highest dose activity change, negative = inhibition, hits mostly inhibitors; actives 0.2% (n = 360,000);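 also: potency is read from the fitted curve at half-maximal effect; 0% = vehicle wells and -100% = peptide control; nearly all actives have a fitted effect of over 45% in size; some results filed as inactive show a strong effect at the top dose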
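AMA1 (3D7) with his tag at 25 nM final met compounds first, then biotinylated RON2 peptide at 25 nM; detection used donor plus acceptor beads, 10 µg/mL apiece, read by AlphaScreen after 30 min at room temperature.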
Tb PYK inh: qHTS of Trypanosoma Brucei Inhibitors; AID 624173, 2012; actives 0.12% (n = 410,000); TbPYK enzyme, Kinase-Glo Plus ATP luminescence, 45 min; pyruvate kinase (Trypanosoma brucei), Q57TT1; Potency, µM (titrated, usually from 76.8 µM), for inactives: at the top dose activity, negative = inhibition, most hits filed as inhibitors; also: potency is read from the fitted curve at half-maximal effect; nearly all actives have a fitted effect of over 50% in size
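Assay buffer: 50 mM TEA pH 7.2, 100 mM KCl, 10 mM MgCl2, 0.05% BSA, 0.01% Tween-20. Pyruvate kinase from T. brucei plus substrate met compound, then ADP (130 uM final). Luminescence was read post 45 min RT.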
LmPK inhibitor: qHTS Assay for Inhibitors of Leishmania Mexicana Pyruvate Kinase (LmPK). Q27686. purified LmPK, Kinase-Glo ATP luminescence, 1 h. Potency, µM (titrated, usually from 57.5 µM), inactives show at the highest dose activity change, negative = inhibition, most hits filed as inhibitors. actives 0.37% (n = 290,000); also: potency is read from the fitted curve at half-maximal effect
Target sequence (Q27686 whole entry, looked up): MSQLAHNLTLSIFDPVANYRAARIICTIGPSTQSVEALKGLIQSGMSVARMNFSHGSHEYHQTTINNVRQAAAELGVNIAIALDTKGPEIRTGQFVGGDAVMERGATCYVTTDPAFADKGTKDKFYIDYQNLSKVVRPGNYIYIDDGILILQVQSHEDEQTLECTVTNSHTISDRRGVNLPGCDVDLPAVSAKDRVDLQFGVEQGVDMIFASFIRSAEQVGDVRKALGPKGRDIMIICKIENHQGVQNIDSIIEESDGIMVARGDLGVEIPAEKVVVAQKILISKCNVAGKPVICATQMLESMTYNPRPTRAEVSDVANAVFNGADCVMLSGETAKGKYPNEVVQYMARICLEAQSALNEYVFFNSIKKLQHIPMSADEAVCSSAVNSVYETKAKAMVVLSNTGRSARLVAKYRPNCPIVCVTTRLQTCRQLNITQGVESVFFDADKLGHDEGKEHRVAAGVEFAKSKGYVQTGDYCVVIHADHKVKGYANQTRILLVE
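ATP generated from ADP (0.1 mM) and PEP (0.5 mM) by 0.1 nM LmPK over 1 h at room temperature (pH 7.2 imidazole buffer) was detected by coupled luciferase luminescence. Values were normalized to uninhibited and no-enzyme wells.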
Sm TGR inh: qHTS Assay for the Inhibitors of Schistosoma Mansoni Peroxiredoxins; actives 3% (n = 360,000); purified TGR, DTNB reduction, TNB absorbance 405 nm; Schistosoma mansoni thioredoxin glutathione reductase (TGR), Q962Y6; Potency, µM (highest dose often 114 µM), without a hit: top-dose activity change, negative = inhibition, usual class: inhibitors; also: potency is read from the fitted curve at half-maximal effect; nearly all actives have a fitted effect of over 60% in size
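TGR 20 nM + NADPH 100 uM (dispensed conc.), cpd preinc 15 min RT; start with NADPH (500 uM addition) then DTNB (15 mM addition). Kinetic TNB absorbance, 405 nm filter. Four-parameter Hill fit across titration.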
AmpC inh detg: qHTS Inhibitors of AmpC Beta-Lactamase (assay with detergent) | AID 485294, 2010 | AmpC hydrolysis of nitrocefin, absorbance 480 nm, 0.01% Triton | Potency, µM (titrated, usually from 114 µM), for the others: top-dose activity change, negative = inhibition, hits mostly inhibitors | actives 0.041% (n = 370,000);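 also: potency is read from the fitted curve at half-maximal effect; 0% = no-compound wells and -100% = no-enzyme wells; nearly all actives have a fitted effect of over 25% in size; some results filed as inactive show a strong effect at the top dose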
Target sequence (P00811 whole entry, looked up): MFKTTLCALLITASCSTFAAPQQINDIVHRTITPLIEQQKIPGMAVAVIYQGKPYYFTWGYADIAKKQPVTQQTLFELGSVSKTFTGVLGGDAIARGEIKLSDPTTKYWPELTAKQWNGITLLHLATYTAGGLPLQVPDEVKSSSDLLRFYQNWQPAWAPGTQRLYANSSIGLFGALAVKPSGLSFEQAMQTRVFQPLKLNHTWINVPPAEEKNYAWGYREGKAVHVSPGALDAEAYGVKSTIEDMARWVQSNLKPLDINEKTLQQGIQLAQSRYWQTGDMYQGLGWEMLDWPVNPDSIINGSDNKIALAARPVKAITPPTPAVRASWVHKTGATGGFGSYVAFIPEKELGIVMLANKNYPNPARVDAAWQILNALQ
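AmpC (5.3 nM in the dispensed reagent) in 20 mM phosphate pH 7.0 with 0.01% (detergent screen) or 0.0001% Triton X-100 was preincubated with compounds for 15 min at room temperature. Nitrocefin was then added from an 800 uM solution, and hydrolysis was followed at 480 nm.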
AmpC no deterg: qHTS Inhibitors of AmpC Beta-Lactamase (assay without detergent); P00811; AmpC nitrocefin hydrolysis, absorbance 480 nm, 0.0001% Triton; Potency, µM (doses to about 57.1 µM), for the others: top-dose activity change, negative = inhibition, usual class: inhibitors; actives 0.52% (n = 330,000);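 also: potency is read from the fitted curve at half-maximal effect; plate controls were no compound for no effect and no enzyme for full effect; nearly all actives have a fitted effect of over 20% in size; some results filed as inactive show a strong effect at the top dose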
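20 mM phosphate pH 7.0 + 0.01% (detergent screen) or 0.0001% Triton X-100; 5.3 nM AmpC reagent; cpd preinc 15 min RT; nitrocefin (800 uM stock) to start; A480 q20 s × 4 min; Activity was normalised to no-enzyme and no-compound control wells.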
The depositor's hits bear a star; ? = inconclusive; · = no result given; [ ] = dose if it differs, or a comment. Unless noted, calls follow the shape of the dose curve; as a rule, active = well fitted curve in the direction sought with a large enough effect; inconclusive = small, poorly fitted or top-dose-only effect, or another doubt; inactive = no such curve, though single readings can be large; an effect the other way counts as inactive or inconclusive. Unless noted, % is scaled to controls: 0 for no effect and ±100 for the full control effect.

SMILES	HCMV antiviral	AMA1 RON2 block	Tb PYK inh	LmPK inhibitor	Sm TGR inh	AmpC inh detg	AmpC no deterg
O=C(OCC1OC2OC3(CCCCC3)OC2C2OC3(CCCCC3)OC12)c1ccccc1 (stereo not given)	-13.7	4.5%	-6.0%	-2.6%	-2.9%	?	-5.2%
COCCN(C(=S)Nc1ccc(OC)cc1)C1CCN(C(C)=O)CC1	?	6.7%	-0.6%	0.7%	-18.8%	-12.4%	-23.1%
COC(=O)c1cccc(NC(=O)Nc2ccc(Cl)cc2)c1	-67.0*	4.8%	0.4%	-8.9%	6.8%	6.3%	-30.0%
O=C(Cn1ccccc1=O)c1ccc(Cl)cc1	?	-5.6%	2.2%	2.5%	·	-3.8%	-23.2%
COc1ccc(C(=O)OCc2cc(=O)n3nc(-c4cccs4)sc3n2)cc1	11.3	·	0.7%	·	-0.2%	24.2%	·
C/C(CC(=O)Nc1cc(Cl)ccc1C)=N\NC(=O)C(=O)N1CCCC1	-12.0	49.9%[activator]	-3.2%	3.5%	1.3%	7.3%	145.9%[activator]
CCCn1c(=O)c(C(=O)NC(C)c2ccccc2)c(O)c2ccccc21 (stereo not given)	-4.1	12.2%	1.7%	1.2%	5.0%	-8.1%	75.9%
O=C(c1ccccc1)c1ccccc1C(=O)N1CCCC1	-13.6	21.2%	3.8%	0.6%	0.0%	0.5%	·
Cc1cc(C)cc(N(CCC#N)C(=O)COC(=O)CNC(=O)c2sc3ccccc3c2Cl)c1	-31.0	-22.6%	3.4%	·	1.1%	?	41.7%
COc1ccc2sc3ccccc3c(=O)c2c1	80.3	66.0%[activator]	-7.4%	-18.4%	-0.7%	-4.9%	-28.0%
O=C(COC(=O)CNC(=O)c1ccccc1)Nc1nc(-c2ccccc2)cs1	112.0	-1.9%	10.0%	-0.5%	-0.8%	-13.6%	-17.1%
Cc1c(O)c2cccnc2[nH]c1=O	4.8	9.5%[2.32 µM]	-5.8%	0.7%	1.4%	?	-6.3%
CCOc1ccc(C(=S)N2CCCC2)c(OCC)c1	-7.1	7.3%	-18.0%	-2.9%	4.1%	1.9%	-4.6%
COc1ccc(S(=O)(=O)N2CCCCCC2)cc1C(=O)Nc1ccc(C)cn1	-36.7	7.6%	-0.8%	·	0.5%	-9.3%	-47.4%
COc1cc(NC(=O)c2ccco2)c(OC)cc1NC(=O)Nc1ccc(Cl)cc1	?	-12.8%	-1.2%	10.8%	0.3%	-11.3%	68.8%[activator]
O=C(OCCCOC(=O)c1ccc(O)cc1)c1ccc(O)cc1	4.9	-13.4%	0.6%	-9.9%	-3.4%	-5.3%	-44.0%
Cc1cc2oc(=O)cc(Cn3ccnc3)c2cc1O	·	-3.2%	0.0%	-0.4%	-0.7%	-0.9%	-8.7%
Cc1ccc(NC(=O)CN2C(=O)c3ccccc3C2=O)cc1	31.3	-1.5%	2.6%	0.6%	2.4%	?	-1.7%
Cc1nc(N2CCOCC2)c2c(C(=O)N(C)c3ccccc3)c(C)oc2n1	40.5	·	-7.2%	·	3.0%	17.7%	·
COc1cc(NC(=O)c2ccc3c(c2)OCO3)ccc1NC(=O)c1ccco1	-7.5	0.0%	0.0%	-2.6%	-0.2%	-9.2%	-13.1%
O=C(CSc1n[nH]c(-c2cccnc2)n1)OC1CCCCC1	-25.6	3.7%	-17.2%	6.3%	3.7%	4.0%	201.1%[activator]
COc1ccc(CNC(=O)O[C@@H]2C[C@H]3C(=O)N(c4ccccc4)C(=O)[C@H]3[C@@]3(CN(S(=O)(=O)c4ccc(C)cc4)C[C@H]3C)[C@@H]2O)cc1OC	15.7	3.6%	3.8%	·	·	·	·
CC(=O)Nc1ccc(OS(=O)(=O)c2ccc(C(C)(C)C)cc2)cc1	·	·	·	2.3%	1.6%	-5.9%	39.3%
Cc1ccc(C(=O)NCCCC(=O)O)o1	11.3	3.4%	7.2%	-10.0%	59.9%[activator]	3.8%	-2.0%
Cc1onc(-c2ccccc2Cl)c1C(=O)NCCN1Cc2ccccc2C1=O	6.2	-2.1%	-0.2%	-0.9%	11.2%	0.7%	13.5%

Other compounds:
SMILES	HCMV antiviral	AMA1 RON2 block	Tb PYK inh	LmPK inhibitor	Sm TGR inh	AmpC inh detg	AmpC no deterg
O=C(CNC(=O)c1cccs1)OCC(=O)c1ccc2ccccc2c1	7.1	-12.9%	5.7%	0.0%	5.2%	-0.3%	-25.3%
CCOc1ccc(CCNC(=O)c2cn(CC)c3ccc(S(=O)(=O)N4CCCCCC4)cc3c2=O)cc1OCC	-34.5	·	-2.8%	·	-6.1%	0.1%	·
Cc1cc(C)n2cc(CSc3nc4ccccc4[nH]3)nc2n1	6.0	23.7%	-6.1%	2.7%	-0.9%	2.3%	-4.8%
COc1ccc(C2CC(c3ccc(Br)cc3)=NN2C(=S)Nc2ccccc2)cc1 (stereo not given)	-34.9	-11.4%	-7.3%	1.1%	17.2%	?	-16.3%
C/C(Sc1nnc(Cc2ccccc2)o1)=C(\O)c1ccccc1	-17.6	2.5%	-1.7%	·	·	·	·
CCC(C)(C)C1CCC2(CC1)NC(=O)N(CC(=O)Nc1nc(-c3ccc(C)cc3)cs1)C2=O (stereo not given)	-31.7	-4.0%	-3.4%	3.3%	-14.0%	-5.5%	-29.6%
O=S(=O)(c1cnc[nH]1)N1CCN(c2ccc(Cl)cc2)CC1	9.1	-3.6%	1.2%	-1.2%	7.1%	-4.2%	3.0%
O=C(CSc1nnc2ccc(-c3ccc(F)cc3)nn12)NCC1CCCO1 (stereo not given)	-22.0	-3.3%	-8.6%	·	-0.7%	?	4.7%
OCCSc1nc(-c2ccccc2)nc2ccc(F)cc12	12.2	-4.1%	3.7%	-6.7%	16.2%	0.5%	1.1%
C=CCn1c(-c2ccc(Cl)cc2)cnc1SC(C)C(=O)NC(N)=O (stereo not given)	-73.8*	-18.8%	2.4%	-0.8%	-0.8%	5.4%	-2.6%
Cn1c(-c2ccc(F)cc2)cc2onc(-c3c(F)cccc3Cl)c2c1=O	93.8	-3.1%	-1.2%	·	·	·	-9.1%
COc1ccc(CC(=O)N2CCN(S(=O)(=O)c3cccs3)CC2)cc1OC	-21.2	0.3%	-0.9%	2.6%	4.9%	7.2%	15.1%
COc1ccc(OC)c(CNC(=O)Cn2nc(C)c3c(C)n(-c4ccccc4)nc3c2=O)c1	-18.6	·	-6.3%	·	-0.8%	18.2%	·
COCCCN(C(=O)CSCc1c(C)noc1C)c1c(N)n(Cc2ccccc2)c(=O)[nH]c1=O	-29.0	2.0%	-3.0%	·	3.9%	-11.4%	-21.8%
COC(=O)CSc1nnc(-c2ccco2)o1	29.0	22.3%	6.5%	-12.3%	0.0%	-4.4%	-7.4%
CC(C)OCC(O)CS(=O)Cc1ccccc1 (stereo not given)	-17.6	3.7%	2.2%	-3.1%	-8.0%	-6.1%	-3.4%
Cc1cnc(C(=O)Nc2cccc(S(=O)(=O)N(C)C)c2)cn1	52.6	12.3%[11.6 µM]	-1.6%	-2.5%	3.6%	-11.3%	-14.6%
O=C(Cc1ccccc1)N1CCN(C(=O)c2ccco2)CC1	-14.6	7.4%	-0.7%	-3.7%	-24.6%	?	-22.6%
O=C(OCC(=O)c1ccc([N+](=O)[O-])cc1)/C(=C/c1ccc(Cl)cc1)NC(=O)c1ccccc1	-64.8*	0.8%	0.9%	2.3%	-7.3%	-5.1%	?
COc1ccc(NC(=O)CSc2nc(NS(=O)(=O)c3ccc(C)cc3)cc(=O)[nH]2)cc1	11.3	-10.9%	-11.9%	4.7%	-9.6%	?	-23.2%
O=C(Nc1cccc(F)c1)c1cccnc1N1CCOCC1	28.0	-8.7%	-11.1%	-0.2%	6.9%	0.1%	-10.4%
O=C(O)c1ccccc1-c1ccccc1C(=O)Nc1ccccc1Br	-24.1	4.5%	6.9%	-9.1%	2.1%	-3.8%	-26.4%
COc1cc(NC(=O)c2cccs2)cc(OC)c1	44.0	2.9%	-9.4%	-8.4%	-1.5%	0.0%	?
Cn1cccc1C(=O)c1cccc([N+](=O)[O-])c1	-6.3	0.0%	-2.8%	-2.6%	4.8%	4.3%	-23.5%
O=C(NCC1CCCO1)/C(=C\c1cccc([N+](=O)[O-])c1)NC(=O)c1ccccc1 (stereo not given)	20.3	0.4%	-0.8%	0.0%	-2.1%	2.4%	-13.0%

4 structures out of the list, ordered by length of the SMILES, high to low.
SMILES	HCMV antiviral	AMA1 RON2 block	Tb PYK inh	LmPK inhibitor	Sm TGR inh	AmpC inh detg	AmpC no deterg
Cc1cnc(C(=O)Nc2cccc(S(=O)(=O)N(C)C)c2)cn1	52.6	12.3%[11.6 µM]	-1.6%	-2.5%	3.6%	-11.3%	-14.6%
Cc1cc(C)n2cc(CSc3nc4ccccc4[nH]3)nc2n1	6.0	23.7%	-6.1%	2.7%	-0.9%	2.3%	-4.8%
OCCSc1nc(-c2ccccc2)nc2ccc(F)cc12	12.2	-4.1%	3.7%	-6.7%	16.2%	0.5%	1.1%
COc1cc(NC(=O)c2cccs2)cc(OC)c1	44.0	2.9%	-9.4%	-8.4%	-1.5%	0.0%	?

Continued:
SMILES	HCMV antiviral	AMA1 RON2 block	Tb PYK inh	LmPK inhibitor	Sm TGR inh	AmpC inh detg	AmpC no deterg
CN(CC(=O)N1CCc2[nH]c3ccc(F)cc3c2C1)CC1OCCO1	8.1	2.1%	-7.2%	-1.9%	8.7%	?	-2.1%
COc1ccc(C2=Nn3c(nnc3-c3ccccc3OC)SC2)cc1OCC1CC1	-84.0*	·	-14.6%	·	·	·	56.7%
COc1cc(/C=C2\S/C(=N/S(=O)(=O)Cc3ccccc3)NC2=O)c([N+](=O)[O-])cc1OC	-36.4	-11.9%	2.3%	5.9%	-23.7%	2.3%	-41.2%
COCCCNC(=O)c1ccc(CS(=O)(=O)c2cccc(C(F)(F)F)c2)o1	8.7	17.8%	3.9%	2.9%	-24.6%	-2.2%	-1.6%
Cc1ccc(NC(=O)C(Cc2ccccc2)NS(=O)(=O)c2ccc3c(c2)oc(=O)n3C)c(Cl)c1 (stereo not given)	-23.5	·	1.1%	·	-1.1%	-10.4%	·
OCCn1ccc(-c2ccccc2OCc2ccc(F)cc2)n1	-14.1	29.6%	4.2%	1.1%	-1.0%	7.4%	26.5%
